Screening data deposited in PubChem BioAssay by The Scripps Research Institute Molecular Screening Center.
M1 antag = blocks human M1 muscarinic receptor. hit rate 1.3% among 360,000. CHO-K1 hM1, Fluo-8 calcium fluorescence, ACh EC80 antagonist. inhibition, % at 3 µM. P11229;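 active means percent inhibition above its own plate's cutoff, namely the mean of that plate's compound wells plus 3 SD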;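 further: peak over basal fluorescence ratio during 140 s after agonist addition; 0% = ACh EC80 plus DMSO and 100% = DMSO alone without agonist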
Target sequence (P11229 whole entry, looked up): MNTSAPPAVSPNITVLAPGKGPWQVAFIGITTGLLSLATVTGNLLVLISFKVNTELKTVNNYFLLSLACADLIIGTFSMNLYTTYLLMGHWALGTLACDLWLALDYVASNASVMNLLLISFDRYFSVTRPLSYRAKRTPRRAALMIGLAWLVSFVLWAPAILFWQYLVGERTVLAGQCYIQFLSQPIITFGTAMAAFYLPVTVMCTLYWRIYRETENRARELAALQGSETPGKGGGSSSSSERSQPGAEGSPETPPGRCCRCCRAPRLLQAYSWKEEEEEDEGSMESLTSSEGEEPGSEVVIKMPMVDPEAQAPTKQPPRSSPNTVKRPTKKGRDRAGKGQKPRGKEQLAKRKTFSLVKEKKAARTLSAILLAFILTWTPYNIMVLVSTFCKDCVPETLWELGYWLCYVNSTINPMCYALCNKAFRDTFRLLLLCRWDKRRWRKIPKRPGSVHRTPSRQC
TAAR1 antagonist = antagonists of human TAAR1. Q96RJ0. inhibition, % at 3 µM. hit rate 1.5% among 360,000. CHO RD-HGA16 TAAR1, Fluo-8 calcium fluorescence, antagonist;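 active means inhibition above a per-plate cutoff, the mean inhibition of test compounds on that plate plus 3 SD, cut at about 49% in these data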;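 further: 0% = DMSO plus EC80 beta-PEA response and 100% = DMSO alone without agonist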
Target sequence (Q96RJ0 whole entry, looked up): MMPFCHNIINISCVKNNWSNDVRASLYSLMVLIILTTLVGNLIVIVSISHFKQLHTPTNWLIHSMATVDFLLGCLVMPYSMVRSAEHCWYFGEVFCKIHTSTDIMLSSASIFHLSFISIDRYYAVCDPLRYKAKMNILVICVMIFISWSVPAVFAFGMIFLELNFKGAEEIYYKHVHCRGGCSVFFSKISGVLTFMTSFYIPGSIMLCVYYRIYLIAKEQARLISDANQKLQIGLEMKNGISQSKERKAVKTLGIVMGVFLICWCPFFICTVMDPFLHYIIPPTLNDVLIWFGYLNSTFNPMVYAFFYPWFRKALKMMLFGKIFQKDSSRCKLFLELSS
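Assay system: CHO-derived RD-HGA16 cells stably expressing human TAAR1 plus Gα16. Timing: 140 s kinetic read after compound, 140 s after agonist. Technique: kinetic Fluo-8 calcium fluorescence measurement. Measure: % inhibition of agonist calcium response.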
CHO parental Ca = counter-screen for OX1R antagonists: effect in parental CHO cells | parental CHO-K1, ATP-induced calcium, Fluo-8 fluorescence | inhibition, % at 5.6 µM | hit rate 0.63% among 330,000;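 active means inhibition above that plate's mean sample inhibition plus 3 SD, cut at about 26% in these data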;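 further: 0% = ATP-challenged DMSO wells and 100% = DMSO wells without ATP; some compounds past the cut are filed as inactive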
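Assay system: untransfected parental CHO cell line. Also added: ATP agonist challenge. Dosing: one dose, 5.6 µM nominal. Measured by: Fluo-8 fluorescence. Read-out: % inhibition. Benchmarks: ATP wells versus no-ATP DMSO wells. Repeats: no replicates.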
CHO-K1 Ca antag = counter-screen for M1 antagonists: effect in parental CHO-K1 cells. ATP-induced calcium, Fluo-8 fluorescence. hit rate 0.6% among 360,000. inhibition, % at 3 µM;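 active means inhibition above a per-plate cutoff, the plate's mean sample inhibition plus 3 SD, cut at about 24% in these data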;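 further: 0% = DMSO plus EC80 ATP and 100% = DMSO alone without ATP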
CHO-K1 Ca PAM = nonselective activator or artifact in parental CHO-K1 calcium assay. ATP EC20, Fluo-8 calcium fluorescence; 0% at ATP EC20, 100% at ATP max. activation, % at 3 µM. hit rate 0.02% among 360,000. AID 602247;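 active means activation above the run cutoff, the mean activation of all test compounds plus 3 SD, cut at about 40% in these data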;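 further: peak over basal fluorescence ratio in a 140 s read after ATP addition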
M1 ag parental = nonselective activator or artifact in parental CHO-K1 cells | hit rate 0.48% among 360,000 | Fluo-8 calcium fluorescence; scaled to maximal ATP response, vehicle zero | activation, % at 3 µM; in the data active means activation above about 15%;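 further: untransfected CHO-K1 host cells lacking M1 receptor as counterscreen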
M1 ag = activates human CHRM1 receptor; hit rate 0.33% among 360,000; P11229; activation, % at 3 µM; CHO-K1 hM1, Fluo-8 calcium fluorescence, agonist mode; 0% DMSO, 100% acetylcholine EC100;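 active means activation above the run's mean compound activation plus 3 SD, cut at about 16% in these data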;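 further: peak over basal fluorescence ratio within a 140 s kinetic read after compound addition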
TAAR1 agonist = agonists of human TAAR1. Q96RJ0. CHO RD-HGA16 TAAR1, Fluo-8 calcium fluorescence; vehicle wells 0%, saturating PEA agonist 100%. activation, % at 3 µM. hit rate 0.99% among 360,000. AID 624467;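 active means activation above the mean activation of all test compounds in the run plus 3 SD, cut at about 38% in these data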
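Test system: RD-HGA16 (CHO) cells co-expressing Gα16 and hTAAR1 / Benchmarks: DMSO vehicle as 0%, PEA at EC100 as 100% / Repeats: no replicates (n 1) / Measure: % activation from peak over basal fluorescence ratio, DMSO-to-PEA scaled / Timing: 17-24 h plating, Fluo-8 75 min 37 °C, 30 min RT / Technique: kinetic Fluo-8 calcium fluorescence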
M1 PAM = human CHRM1 positive allosteric modulation; P11229; CHO-K1 hM1, Fluo-8 calcium fluorescence, ACh EC20; 0% = ACh EC20, 100% = maximal ACh; activation, % at 3 µM; hit rate 0.088% among 360,000; AID 588819; in the data active means activation above about 19%, passing the limit was not always enough
* marks the source's active call; other numbers are inactive results; · = no result given.

Structure,M1 antag,TAAR1 antagonist,CHO parental Ca,CHO-K1 Ca antag,CHO-K1 Ca PAM,M1 ag parental,M1 ag,TAAR1 agonist,M1 PAM
COc1cc(O)c(CCC(=O)c2ccc(OC)c(OC)c2)c(OC)c1,-14,3,-15,-4,4,2.6,0,6,8
Cc1cnn(Cc2cccnc2)c1N,-13,15,-8,-9,19,0.0,-3,1,10
Cc1ccc(Nc2nc(=O)[nH]nc2C)cc1,-6,15,-8,-15,-1,-0.2,-4,6,3
CCCCNCC(=O)Nc1sc(C)c(C)c1C(=O)OCC,2,-22,-21,-4,3,-0.3,-5,15,-4
CCCOc1ccc(-c2nnn(CC(=O)c3c[nH]c4ccccc34)n2)cc1,-24,21,-5,-27,5,0.4,-1,7,6
C=CCN(Cc1ccco1)S(=O)(=O)c1ccc(Cl)cc1,-10,-16,-10,-6,9,1.9,-4,0,14
CCN1C[C@@H]2[C@@H]3C(=O)N(C)C(=O)[C@@H]3[C@](Cc3ccccc3)(C(=O)OC)N2C1=NC1CCCCC1,-8,3,-13,-11,7,-0.2,-6,-1,3
C/C(=N/NC(=O)c1ccc(Br)o1)C(C)C,15,5,-4,2,11,0.7,-6,2,-2
CCCc1nc2oc3c(OC)ncnc3c2c2c1COC(C)(C)C2,-10,-1,-9,-13,6,0.2,-7,13,-3
CN(C)c1nc(N)c(C#N)c(C#N)c1C#N,-7,7,·,-12,19,1.5,1,0,7
C=CC[C@@H](CC(=O)N[C@@H](CO)Cc1ccccc1)C(=O)N[C@H](COC(=O)[C@H](CC=C)CC(=O)OC(C)(C)C)Cc1ccccc1,2,3,-12,1,-6,-0.3,-3,4,1
O=C(CSc1nc(-c2ccccc2)cc(=O)[nH]1)Nc1ccc(Br)cc1,-13,-6,-11,2,-4,0.8,-4,-1,8
OCC1(Cc2cccc(Cl)c2)CCCN(Cc2cnn(-c3ccccc3)c2)C1 (stereo not given),12,-18,-16,-11,21,3.1,-5,12,-13
CCn1c(Cn2nnc(-c3ccccc3)n2)nnc1SCc1ccc(Cl)c(Cl)c1,8,-1,-26,-4,19,1.7,-3,14,1
CC1(C)Cc2c(c(N3CCOCC3)nc3sc4c(NN)ncnc4c23)CS1,-10,4,-37,-4,0,0.3,-1,12,10
CC1(C)N=C(N)N=C(N)N1c1cc(Cl)ccc1Cl,-1,-31,·,0,21,-0.2,-9,1,3
COc1ccccc1CCNC(C)CCc1ccc(O)cc1 (stereo not given),11,-11,-13,-8,15,1.1,-8,8,-12
Cc1ccc(N2C(=O)c3ccccc3C2=O)cc1C,-11,0,-12,-7,15,-0.3,-7,3,3
Cc1ccc(S(=O)(=O)N(C)Cc2ccc(C(=O)N/N=C3\CCCC(=O)C3)cc2)cc1,-14,-11,-9,-7,18,0.5,-8,7,6
CC1CCN(C(=O)CCN2C(=O)C3C4C=CC(C4)C3C2=O)CC1 (stereo not given),-4,-16,-11,-3,-12,0.2,0,3,1
Cc1nn(C)c(C(=O)Sc2cccc(Cl)c2)c1[N+](=O)[O-],-10,0,-13,-14,25,0.8,-3,-1,6
CCC(C)[C@H]1CNC(=O)C(=O)N1CCc1cccc(F)c1 (stereo not given in full),·,3,·,-27,18,1.1,·,3,·
CC(=O)Nc1ccc(S(=O)(=O)NNc2ccc([N+](=O)[O-])cc2)cc1,-19,21,-7,-2,8,1.2,2,1,12
CCc1nccn1S(=O)(=O)c1ccc2ccc(C)cc2c1,-5,-11,-11,-7,19,0.4,-4,7,1
OCCNCc1cccc(-c2ccccc2)c1O,-4,-14,·,-15,15,0.7,-2,0,1
CCCC1CCC(C(=O)Nn2c(C)nc3ccccc3c2=O)CC1 (stereo not given),-7,-15,-31,9,-1,0.8,-4,4,4
CSc1nc2c(c(=O)[nH]1)C(c1ccccc1Cl)CC(=O)N2 (stereo not given),-14,1,-7,-4,22,1.3,-6,1,13
CCn1c(CSc2ncccn2)nnc1SCC(=O)N1c2ccccc2CC1C (stereo not given),-1,-15,-20,2,-4,0.6,-7,4,-1
Cc1ccc(NC(=O)c2cncc(Br)c2)c(O)c1,-4,13,-16,-11,8,0.8,-3,15,6
COc1cc2nc(-c3ccccc3C)oc(=O)c2cc1OC,-15,-7,-16,-3,8,0.1,0,1,6
Cc1ccc(NCc2ccc([N+](=O)[O-])s2)cc1,-4,4,-1,-2,0,-0.1,-7,3,-1
CCc1nc(SCC(=O)N2c3ccccc3Sc3ccccc32)c2ccccc2n1,-4,-7,-31,5,17,0.8,-6,3,7
O=C(NCC(=O)N1CCCC(C(F)(F)F)C1)c1ccc(Oc2ccccc2)cc1 (stereo not given),-7,-18,-2,-4,0,2.6,-4,0,3
CC(C)Oc1ccc(NC(=O)c2ccncc2)cc1,-7,0,-4,-4,11,1.0,-2,0,7
Cc1nc(SCC(=O)NC2CC2)c2c(C)c(C)sc2n1,-12,2,-11,-9,11,3.4,-2,0,7
O=C(N/N=C/c1c(Cl)nc2ccccn2c1=O)c1cccnc1,-13,-19,3,-17,0,0.3,-2,-3,8
COc1ccc(C2SCC(=O)N2c2ccc(F)cc2)cc1 (stereo not given),8,1,0,-4,-10,0.5,-7,2,-6
CCc1oc(C(=O)O)cc1CN(CC)CC,-5,5,0,1,0,-0.6,-3,11,14
Cc1nn(-c2ccccc2)c(Cl)c1C1C(C#N)=C(N)Oc2c1c(C)nn2-c1ccccc1 (stereo not given),-8,25,-19,2,-3,0.0,-3,61*,-6
O=C(CSc1nc2ccccc2c(=O)n1-c1ccccc1)N1CCCc2ccccc21,6,3,-28,-2,22,0.5,-3,2,9
Cc1cc(C(=O)CSc2nnc(C3CC3)n2C2CC2)c(C)n1C(C)C,-15,-14,-26,-17,8,0.2,-5,1,10
CCCC(C(=O)NC1CCCC1)N(C(=O)Cn1nnc(-c2ccc(C)o2)n1)C1CCCC1 (stereo not given),16,·,-26,19,-9,-0.9,-6,·,-6
COC(=O)c1nn(-c2cccc(Cl)c2)cc(OC)c1=O,-16,-15,-4,-4,4,-0.2,-2,8,20
Cc1csc(NC(=O)c2ccc(S(C)(=O)=O)cc2)n1,19,-5,-5,-10,14,6.6,-2,1,-7
CCOc1ccc(-c2cc(C(=O)OC)nc3c2c(=O)n(C)c(=O)n3C)cc1,-17,-16,1,-6,11,0.1,-1,1,13

2 of these compounds in another layout.
Results follow in this order: M1 antag | TAAR1 antagonist | CHO parental Ca | CHO-K1 Ca antag | CHO-K1 Ca PAM | M1 ag parental | M1 ag | TAAR1 agonist | M1 PAM
Cc1ccc(Nc2nc(=O)[nH]nc2C)cc1
  -6 | 15 | -8 | -15 | -1 | -0.2 | -4 | 6 | 3
CCCC1CCC(C(=O)Nn2c(C)nc3ccccc3c2=O)CC1 (stereo not given)
  -7 | -15 | -31 | 9 | -1 | 0.8 | -4 | 4 | 4

(continued)
Structure,M1 antag,TAAR1 antagonist,CHO parental Ca,CHO-K1 Ca antag,CHO-K1 Ca PAM,M1 ag parental,M1 ag,TAAR1 agonist,M1 PAM
Fc1cccc(Cl)c1/C=N/Nc1ccccn1,-4,-14,-7,-12,13,0.6,-2,0,4
O=C(NCc1ccncc1)C1CCCN1S(=O)(=O)c1ccc(Cl)cc1 (stereo not given),-5,-24,-6,4,4,0.3,-5,4,-1
CC(=O)Nc1ccc(NC(=S)NC(=O)C2CC2)cc1,-24,-17,-6,0,5,-0.1,4,3,23
COc1ccc(C(=O)CCc2ccc(OC)c(OC)c2)cc1,7,-15,0,-10,10,9.1,2,1,-8
COC(=O)Nc1nc(-c2ccc(F)cc2)c(C)s1,8,-19,4,20,-13,-0.4,-3,9,-4
CC(=O)c1ccc(OCC(=O)NC2CCCCCC2)cc1,-12,4,-5,-21,13,1.3,-2,0,8
CCC(=O)NC(=S)Nc1ccc(NC(=O)c2ccco2)c(Cl)c1,-3,1,-8,-3,5,0.1,-2,7,4
CCC1(c2ccccc2)NC(=O)N(CC(=O)Nc2cccnc2Cl)C1=O (stereo not given),-11,1,-9,-2,23,2.3,4,3,14
O=C(O)CSC(NC(=O)c1cccnc1)(C(F)(F)F)C(F)(F)F,-12,3,-1,-13,14,0.5,-1,0,10
CCC1CCCCN1CCNC(=O)CNS(=O)(=O)c1ccc2nc(C)sc2c1 (stereo not given),24,3,-12,6,20,-0.1,-6,3,-8
COc1ccc(CC(NC(C)=O)C(=O)NC2CCN(S(=O)(=O)c3ccccc3)CC2)cc1OC (stereo not given),-6,-6,-14,6,-3,0.2,0,5,9
COc1ccc(NC(=O)COC(=O)c2ccc(C)c(S(=O)(=O)N3CCCCC3)c2)cc1,6,12,-12,-11,-16,-0.1,-5,0,-3
CC(=O)Nc1cccc(-n2nnc(SCC(=O)Nc3ccc(F)c(Cl)c3)n2)c1,-4,14,-5,15,-1,22*,0,6,1
COc1cc(CNC(C)C23CC4CC(CC(C4)C2)C3)ccc1OCC(=O)NC(C)(C)C (stereo not given),15,2,-8,-17,-6,5.7,-10,21,-22
Cc1ccc2[nH]cc(CCCN3C(=O)c4ccccc4C3=O)c2c1,-5,-15,-23,-10,23,1.1,-6,2,4
Cc1cc(C)c2nc(N3CCC(C(=O)NCC4CCCO4)CC3)sc2c1 (stereo not given),-2,-7,-13,-11,17,3.5,-4,-1,-3
CCOC(=O)/C(C#N)=C/c1cn(CCC(=O)O)nc1-c1cccc(Br)c1,-17,-1,-6,-23,3,0.8,-1,2,16
CC(=O)Nc1ccc(S(=O)(=O)N(C)CC(=O)Nc2nc3ccccc3[nH]2)cc1,-5,-8,·,10,-8,0.9,-1,0,5
O=C(CN1CCN(S(=O)(=O)c2ccccc2)CC1)Nc1ccc2c(c1)OCO2,-24,3,-6,-4,14,1.0,-1,11,-2
O=C(Cc1ccc(-n2c(=S)[nH]c3ccccc3c2=O)cc1)N1CCN(c2ccccc2)CC1,1,14,-19,22,-2,1.9,-4,17,-7
CCCCN(CCCC)CCCNC(=O)C1CC(c2cc(C(F)(F)F)cc(C(F)(F)F)c2)=NO1 (stereo not given),19,3,-6,-2,-17,0.5,-4,3,7
CCOc1ccc(C(=O)CCC(=O)N2CCN(c3ccccc3O)CC2)cc1,-7,3,-17,-9,5,5.0,-2,6,2
N#C/C(=C\c1c(N2CCCCC2)nc2ccccn2c1=O)C(=O)NC1CCS(=O)(=O)C1 (stereo not given),-8,-10,-4,-13,21,1.4,-8,0,8
CC(C)[C@H](CN(N=O)[C@@H](Cc1ccccc1)CN(C)N=O)N(CCc1ccccc1)N=O,-2,15,-37,0,-4,-1.0,-5,22,2
